# RAD54 branch – blocks human RAD54 Holliday junction branch migration. Q92698. FAM/BHQ fluorescence. inhibition, % at 10.4 µM. 360,000 tested, 0.14% active. AID 602329;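 active = mean normalized replicate activity at least 40 and at least half of replicates scoring 40 or more; inconclusive = only one of the two criteria met; inactive = mean below 40 and under half of replicates reaching 40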;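 also: 0% = median of neutral control wells and 100% = median of positive control wells; inhibitors cause a drop in the FAM fluorescence signal; in these data hits start at about 50%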
# esBAF inh – inhibitors of esBAF chromatin remodeling in mouse ES cells; Bmi1-luciferase knock-in reporter, 24 h; 100% = twice the neutral-well signal; reporter increase, % at 12.5 µM; 350,000 tested, 2% active; AID 602393; in the data active = activation above about 40%; inconclusive = no clear call, values can overlap the other calls;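 also: 0% = median of the plate's neutral control wells and 100% = double that signal; a rise in the Bmi1 reporter signal indicates esBAF inhibition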
# XiGFP reactiv – activators of X-chromosome reactivation in mouse fibroblasts; XiGFP mouse fibroblasts, % GFP-positive cells imaging, 3 d; cells co-treated with 5-aza-dC sensitizer; scaled so ellipticine positive control = 100%; activation, % at 7.58 µM; 360,000 tested, 0.055% active;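 active = mean normalized replicate activation at least 10% and every replicate at or above 10%; inconclusive = only one of the two criteria met; inactive = mean below 10% and not all replicates reach 10%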;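 also: 0% = median of on-plate neutral control wells and 100% = ellipticine 6 µM median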
#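 assay system = SV40-immortalized XiGFP fibroblast cells, line 68-5-11 | buffer or medium = DMEM plus 5-aza-dC sensitizer | doses = single-point pinned compound dosing | times = 3-day compound exposure, then 15 min fixation at room temperature | benchmarks = positive control ellipticine, 6 µM final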
# E-selectin induc – E-selectin induction on HUVECs; HUVEC E-selectin immunofluorescence imaging; normalized: neutral wells 0, TNF-alpha wells 100; activation, % at 7.58 µM; 260,000 tested, 0.37% active; AID 686992;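 active = mean E-selectin-positive cell signal at least 10% of the positive control, reached in at least 60% of replicates, without over 20% cell loss; inconclusive = no rule given, readout overlaps actives, possibly toxicity-flagged; inactive = the rest, including those meeting only one limit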;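 also: in these data hits start at about 27%; measured in HUVEC primary endothelial cells; signal is the percent of cells scored E-selectin positive by PE staining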
# Target sequence (P16581 whole entry, looked up): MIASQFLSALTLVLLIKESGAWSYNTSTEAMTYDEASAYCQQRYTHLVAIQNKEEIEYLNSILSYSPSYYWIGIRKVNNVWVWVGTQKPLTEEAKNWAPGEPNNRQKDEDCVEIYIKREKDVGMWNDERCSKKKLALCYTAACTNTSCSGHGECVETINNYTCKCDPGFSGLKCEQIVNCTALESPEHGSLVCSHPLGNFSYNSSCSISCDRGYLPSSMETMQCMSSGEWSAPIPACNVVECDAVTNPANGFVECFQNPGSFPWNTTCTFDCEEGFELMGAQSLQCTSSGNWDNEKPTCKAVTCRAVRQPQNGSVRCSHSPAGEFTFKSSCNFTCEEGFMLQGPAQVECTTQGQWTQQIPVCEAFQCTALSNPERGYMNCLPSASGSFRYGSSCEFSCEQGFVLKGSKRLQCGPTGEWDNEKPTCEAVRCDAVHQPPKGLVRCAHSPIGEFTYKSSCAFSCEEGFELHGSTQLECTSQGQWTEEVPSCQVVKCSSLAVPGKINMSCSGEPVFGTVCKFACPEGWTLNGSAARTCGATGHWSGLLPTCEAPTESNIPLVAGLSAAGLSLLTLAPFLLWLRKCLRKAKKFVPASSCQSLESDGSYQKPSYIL
#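 material = human umbilical vein endothelial cells (HUVEC), E-selectin induction | quantity = 3,000 cells/well | medium = EGM-2 growth medium on 0.1% gelatin-coated wells | technique = immunofluorescence imaging | read-out basis = % PE-positive cells | control set = TNF-alpha positive control, DMSO neutral control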
# FN deposition inh – fibronectin deposition inhibition; AH1F fibroblasts, Alexa488-fibronectin deposition fluorescence, overnight; inhibition, % at 12.6 µM; 350,000 tested, 0.086% active; AID 743247;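 active = mean inhibition across replicates of 30% or more, regardless of how many single replicates reach that level; inconclusive = mean under 30% yet at least half of replicates reach 30%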;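 also: positive control wells lacked labelled fibronectin entirely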
#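 Assay system: AH1F fibroblasts assembling fluorescent fibronectin matrix; Amount: 10000 AH1F cells per well; Buffer or medium: DMEM, 2% serum; Probe or stimulus: Alexa488-fibronectin, 24 nM final in well; Doses: single compound dose, delivered by pin transfer; Incubation: 1 h adhesion, overnight exposure; Measured by: fluorescence 485/525 nm; Read-out: fibronectin deposition inhibition.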
# S100A4 MyoIIA – S100A4-myosin IIA interaction inhibition | P26447 | S100A4/TAMRA-MyoIIA peptide fluorescence polarization | inhibition, % at 10.7 µM | 360,000 tested, 0.14% active | AID 652163;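 active = mean inhibition of at least 70% across replicates, with every replicate also reaching that level; inconclusive = mean inhibition reaches 70% but some replicates fall short; inactive = mean inhibition below 70%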
#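 Material: S100A4 monomer protein | Medium: HEPES pH 7.2 with CaCl2, KCl, NaCl, DTT, Triton | Reagent: Labelled myosin peptide probe, 5 nM | Doses: One dose per compound | Times: 5 min incubation before reading | Benchmarks: Neutral control DMSO, positive control TFP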
# EWS-Fli block – blocks EWS/Fli oncoprotein-driven transcription. 350,000 tested, 0.67% active. A673 NR0B1-luciferase reporter, viability-normalised. inhibition, % at 12.6 µM;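 active = mean inhibition of at least 50% after viability correction, with every replicate also passing that limit; inconclusive = mean reaches 50% but only one of two replicates passes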;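 also: firefly luciferase signal divided by Alamar Blue viability fluorescence both relative to DMSO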
# RAD52 inh – inhibitors of human RAD52 DNA annealing. P43351. recombinant RAD52 DNA annealing, FRET fluorescence. inhibition, % at 18.7 µM. 360,000 tested, 0.46% active;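 active = every replicate showing at least 50% inhibition; inconclusive = mean inhibition at least 50% but not in every replicate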
# Target sequence (P43351 whole entry, looked up): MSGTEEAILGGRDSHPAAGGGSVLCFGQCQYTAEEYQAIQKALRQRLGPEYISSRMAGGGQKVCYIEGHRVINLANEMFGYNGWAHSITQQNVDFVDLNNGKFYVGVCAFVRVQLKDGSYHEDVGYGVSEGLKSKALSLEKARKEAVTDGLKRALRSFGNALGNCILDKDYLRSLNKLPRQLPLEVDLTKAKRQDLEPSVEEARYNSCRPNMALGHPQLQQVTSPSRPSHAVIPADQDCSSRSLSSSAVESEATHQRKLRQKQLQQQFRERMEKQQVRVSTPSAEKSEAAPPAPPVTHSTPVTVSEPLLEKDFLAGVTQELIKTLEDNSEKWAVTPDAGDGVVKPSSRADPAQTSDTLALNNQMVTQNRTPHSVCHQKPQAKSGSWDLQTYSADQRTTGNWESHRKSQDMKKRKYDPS
# An asterisk follows results filed as active; ? = inconclusive; / = no result given; & = joins results of further samples.
cpd	SMILES	RAD54 branch	esBAF inh	XiGFP reactiv	E-selectin induc	FN deposition inh	S100A4 MyoIIA	EWS-Fli block	RAD52 inh
1	CC=Cc1ccc2n(c1=O)C[C@@H]1[C@@H](CO)[C@H](C(=O)NCc3ccccc3)[C@H]2N1S(C)(=O)=O (mixture of isomers)	-9	-5	0.0	-0.2	/	-5	2	5
2	O=C(c1ccc(F)cc1)N1CCCCN2[C@H](C1)[C@@H](c1ccc(C#CC3(O)CCCC3)cc1)[C@@H]2CO	6	/	0.3	-0.2	/	2	4	-18
3	CN1C(=O)/C(=C\c2cc(Br)cs2)c2ccccc21	/	/	0.0	/	6	2	-128	-55
4	CS(=O)(=O)Nc1ccc2c(c1)[C@@H]1C[C@@H](CC(=O)N3CCCCC3)O[C@@H](CO)[C@@H]1O2	-9	-1	0.0	0.7	-23	/	-3	/
5	O=C1N/C(=C/c2cccn2-c2ccccc2)C(=O)N1Cc1ccc(F)cc1	-1	-5	2.0	/	-7	/	/	/
6	COc1ccc(CN2[C@@H](CO)[C@@H]3c4ccccc4N(C(=O)NC(C)C)C[C@@H]32)cc1	6	-2	0.1	0.2	-18	8	-5	7
7	CNC[C@H]1OCCCC[C@@H](C)Oc2ccc(NS(=O)(=O)c3ccc(C)cc3)cc2C(=O)N([C@H](C)CO)C[C@H]1C	0	-5	0.4	-0.1	1	-3	-3	-54
8	Cc1cccc(-n2cc(CN3CCN(c4ccccn4)CC3)c(-c3cccc(F)c3)n2)c1	/	/	-0.1	0.1	3	-14	-7	-7
9	Cc1ccc(NC(=O)Cn2c(=O)c(C)nc3ccccc32)cc1	/	/	0.2	/	2	9	11	-103
10	O=C(NCc1ccco1)C1CCN(c2nc3ccccc3n2Cc2ccc(F)cc2)CC1	-10	5	-0.1	0.0	-5	-1	16	-17
11	C[C@@H]1CN([C@@H](C)CO)C(=O)c2cc(Br)cnc2O[C@H]1CN(C)C(=O)c1ccc2c(c1)OCO2	1&-5	-3&-3	0.0&0.1	-0.1&0.1	8&2	-7&-19	-3&-4	-13&6
12	Cc1noc(C)c1NC(=O)N1C[C@H](O)COC[C@H]2O[C@H](CC(=O)N3CCc4ccccc4C3)CC[C@@H]21	8	1	0.1	0.0	5	2	7	-12
13	COc1cccc(NC(=O)CCC2CCN(C(=O)Cc3cccc(F)c3)CC2)c1	2	/	0.1	-0.5	-12	0	/	0
14	CCCCN(CC)C(=S)Nc1ccc2nc(N3CCN(C)CC3)cc(C)c2c1	46	-12	-0.7	/	9	4	-10	34
15	Cc1ccc(S(=O)(=O)N2CC(=O)Nc3ccccc32)cc1C	2	6	/	/	/	-4	3	3
16	CCOC(=O)C1=C(C)NC(=O)NC1c1ccc(C)o1 (configuration not stated)	-10	-7	0.0	1.5	-2	0	-5	-18
17	Cc1ccc(-c2ccc(C3[C@H]4CNC[C@@H]3N4C(=O)NC(C)C)cc2)cc1 (some centres not stated)	/	/	0.0&0.0	0.0&0.1	-5&6	-16&-7	17	20&-6
18	Cc1c(C(=O)N2CCOCC2)sc(NC(=O)Cc2ccccc2)c1C#N	/	/	0.0	/	/	-3	0	-15
19	Cc1ccc(OCC(=O)Nc2ccccc2C(N)=O)cc1	-7	?	0.1	/	-2	0	-74	22
20	COCCCNCCCCOc1ccccc1-c1ccccc1	8	-4	0.2	/	5	/	/	/
21	O=C1[C@H]2[C@@H](c3ccc(C(F)(F)F)cc3)N[C@]3(CCCN(Cc4ccccc4)C3=O)[C@H]2C(=O)N1Cc1ccccc1	-14	2	0.2	/	1	5	6	1
22	C[C@H](CO)N1C[C@H](C)[C@@H](CN(C)S(=O)(=O)c2ccccc2)Oc2c(NC(=O)c3ccncc3)cccc2C1=O	3&-9	2&4	-1.1&-0.1	5.9&0.0	2&11	-5&-29	-6&6	-5&10
23	C[C@H](CO)N1C[C@H](C)[C@H](CN(C)CC2CC2)Oc2ccc(NC(=O)Cc3cn(C)c4ccccc34)cc2CC1=O	13	-6	-0.1	0.2	/	-7	-24	1
24	O=C(NNC(=O)c1ccccc1F)c1cccc(-n2cccc2)c1	/	45*	-0.1	/	/	-3	-1	-8
25	Cc1ccc(C)c(S(=O)(=O)N2CCN(C(=O)Cc3sc(C)nc3-c3ccc(F)cc3)CC2)c1	-5	13	0.1	0.0	/	11	1	-4

# More compounds follow.
cpd	SMILES	RAD54 branch	esBAF inh	XiGFP reactiv	E-selectin induc	FN deposition inh	S100A4 MyoIIA	EWS-Fli block	RAD52 inh
26	CCCN1C[C@@H](C)[C@@H](OC)CN(C)C(=O)c2ccc(NC(=O)c3ccccc3F)cc2OC[C@H]1C	0	-1	0.2	0.0	2	-5	-2	6
27	CCc1ccccc1NC1c2ccccc2C(=O)N1Cc1ccco1 (configuration not stated)	0	1	-0.1	0.3	0	-7	-1	-17
28	CCOCCn1c(SCc2cccc(C)c2)nc2c1c(=O)[nH]c(=O)n2C	-2	4	0.1	0.2	4	-3	10	-4
29	COc1cc(OC)c(C(=O)OC(C)C(=O)NCc2ccc3c(c2)OCO3)cc1OC (configuration not stated)	3	-1	0.1	6.0	2	2	-4	-7
30	C[C@H](CO)N1C[C@H](C)[C@H](CN(C)S(=O)(=O)c2cccs2)Oc2ccc(NC(=O)Nc3ccc(C(F)(F)F)cc3)cc2CC1=O	-2	-5	-0.1	5.6	/	-9	56*	-7
31	NS(=O)(=O)c1ccc(NC(=O)COC(=O)c2cc3ccccc3cc2O)cc1	-6	-9	-0.2	/	1	3	-7	1
32	COc1ccc(-c2csc3ncnc(Cl)c23)cc1	-10	-3	0.0	-0.3	8	2	16	-7
33	CCC(=O)Nc1ccc2c(c1)C(=O)N(C)[C@@H]1CC[C@H](CC(=O)N[C@@H](C)c3ccccc3)O[C@@H]1CO2	8	-1	0.3	0.1	-16	8	-1	11
34	COCCNC(=O)c1cccc(OC2CCN(Cc3ccc(F)cc3OC)CC2)c1	4	4	0.0	0.3	5	1	7	-6
35	O=C(Nc1cccc(NC(=O)c2c(F)cccc2F)n1)c1c(F)cccc1F	/	-4	0.0	/	-1	1	2	3
36	COc1ccc([N+](=O)[O-])cc1NC(=O)CN(C)S(=O)(=O)c1ccccc1	7	4	0.1	/	10	6	4	-1
37	CC1CCN(C(=O)COC(=O)C2CCN(S(=O)(=O)c3ccc(Cl)c(C(F)(F)F)c3)CC2)CC1	-3	7	-0.4	-0.9	0	-3	1	-23
38	O=C(CCN1CCCCC1)NCC[C@@H]1CC[C@H](NC(=O)C2CC2)[C@@H](CO)O1	-4	-2	-0.3	-0.2	/	-18	5	-7
39	COc1ccc(OC)c(NC(=O)Cn2cnc3c(cnn3-c3ccccc3)c2=O)c1	-3	-3	0.0	0.3	-2	-4	7	-10
40	CSc1nnc(-c2ccc(S(=O)(=O)N3CCOCC3)cc2)n1C	-10	0	0.2	-0.1	1	-8	3	-8
41	O=C(COc1ccc(F)c(Cl)c1)N1CCCCCCC1	-8	2	-0.1	/	-5	3	-15	5
42	COc1ccccc1NC(=O)CNC(=O)Cn1c(C)cc2ccccc2c1=O	2	5	/	/	2	-7	-26	-4
43	C[C@@H]1CCCCO[C@H](CN(C)C(=O)Cc2ccccc2)[C@H](C)CN([C@H](C)CO)C(=O)c2cc(NS(=O)(=O)c3ccc(Cl)cc3)ccc2O1	10	-1	0.1	1.5	3	-8	10	-5
44	C[C@H](CO)N1C[C@H](C)[C@H](CN(C)Cc2ccc(C(F)(F)F)cc2)OCCCC[C@H](C)Oc2ccc(NS(=O)(=O)c3ccc(Cl)cc3)cc2C1=O	0	-2	-0.1	-0.1	-21	11	-5	6
45	COc1ccc(CNC(=S)N2CCN(Cc3ccccc3)CC2)cc1	1	/	0.0	4.8	-5	0	11	-8
46	O=C1SC(c2ccccc2)=C/C1=C\N1CCCCC1	0	14	/	/	/	-3	-3	-8
47	COc1ccc(NC(=O)Nc2cc(NC(=O)Nc3ccc(OC)cc3)c(C)nc2C)cc1	/	/	0.7	-0.5	0	6	12	-9
48	COc1ccc2c(c1)CCCN2C(N)=Nc1ccc(Cl)cc1	0	-1	0.0	0.1	-3	-1	-3	-12
49	COC/C=C/C1=CC2=CC(=O)C(C)(OC(=O)c3cnc4ccccc4n3)C(=O)C2=CN1Cc1ccc(OC)cc1 (configuration not stated)	8	/	0.2	-0.1	-1	0	-7	-19
50	COc1ccc(OC)c(/C=N/NC(=O)Cc2nc3ccccc3[nH]2)c1	15	-4	-0.1	/	-4	1	-5	2

# (further entries)
cpd	SMILES	RAD54 branch	esBAF inh	XiGFP reactiv	E-selectin induc	FN deposition inh	S100A4 MyoIIA	EWS-Fli block	RAD52 inh
51	O=C(NCc1ccco1)C(=O)NCC1OCCN1C(=O)c1ccc(Cl)cc1 (configuration not stated)	/	-1	0.1	-0.7	0	-5	0	-14
52	O=C(O)c1nn(-c2ccccc2)c(-c2ccccc2)c1C(=O)c1ccccc1	10	-3	0.5	0.2	2	/	/	/
53	Cc1cc(C)cc(N(CCC(=O)O)S(=O)(=O)c2ccc3ccccc3c2)c1	/	/	0.0	0.1	6	0	-5	-5
54	S=C(Nc1ccc(Cl)cc1)NN1CCOCC1	/	/	-0.1	-0.8	-2	-11	-5	-16
55	OC(CN1CCN(Cc2ccccc2)CC1)c1ccc(Br)cc1 (configuration not stated)	/	/	0.0	/	2	-3	2	-10
56	CC(C)NC(=O)N1[C@H](C#N)[C@@H](c2ccc(-c3ccc(F)cc3)cc2)[C@@H]1CO	2	1	1.5	-0.3	5	-2	10	-7
57	Cc1cc(Br)ccc1SCC(=O)OCC(=O)NC1CC1	/	-10	0.0	-0.2	0	-5	-7	6
58	CCOC(=O)C(CCC(=O)O)(CCC(C)C)c1csc(N)n1 (configuration not stated)	-11	-6	/	0.0	4	/	/	/
59	CC(C)NC(=O)Nc1ccc2c(c1)CC(=O)N([C@H](C)CO)C[C@@H](C)[C@@H](CN(C)Cc1ccc(Oc3ccccc3)cc1)O2	-10	-15	0.1	-14	/	-17	38	-29
60	Cc1cccc(S(=O)(=O)N2CCCCN3[C@@H](CO)[C@H](c4ccc(-c5cccnc5)cc4)[C@@H]3C2)c1	-5	/	0.1	-0.5	/	-9	/	-3
61	CCOC(=O)c1cc(NC(=O)CC(C)(C)CC(=O)O)ccc1N1CCCCC1	-2	/	0.0	/	-5	-1	16	-20
62	Cc1cccc(CN2CCN(C3CN(Cc4cn(Cc5ccc(F)cc5)nn4)S(=O)(=O)C3)CC2)c1 (configuration not stated)	/	/	0.3	0.8	3	-3	5	-18
63	O=C(O)c1ccccc1N(Cc1ccccc1)C(=O)COc1ccccc1	/	-5	0.0	1.1	5	1	-10	-1
64	CCNC(=O)c1ccccc1NC(=O)C1CC(=O)N(C(C)C)C1 (configuration not stated)	-4	-7	0.0	0.0	-13	-2	-6	-5

# Bioassay records as filed in PubChem BioAssay.

# Not a hit list; about 3% have a hit in one of these screens.
